NPR1 activator – GC-A (human) enzyme activation. HEK293 GC-A cells, cGMP TR-FRET, EC30 ANP; 0% at EC30 ANP, 100% saturating ANP. AID 1671463. activation, % at 10 µM. P16066. 0.14% of 370,000 active; in the data active means activation above about 40%
ASAP1 inh – ASAP1 ArfGAP inhibition; Q9ULH1; ASAP1-stimulated ARF1 GTP hydrolysis, GDP FP detection; inhibition, % at 16.5 µM; 0.19% of 360,000 active; in the data active means inhibition above about 25%;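 further: 0% = vehicle with enzyme and substrate and 100% = no enzyme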
FXN GAA850 act – activators of GAA850 frataxin (FXN) promoter; AID 540364; activation, % at 6 µM; HEK293 lucGAA850 FXN promoter luciferase reporter, 24 h; percent of 10 µM SAHA response; 0.56% of 360,000 active;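 active means activation above the average of all compounds screened plus 3 SD, cutoff fixed separately per campaign, cut at about 7.5% in these data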;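 further: 0% = DMSO wells and 100% = 10 µM SAHA wells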
rCAG RNA binder – binds r(CAG) RNA repeats. r(CAG) RNA repeat, TO-PRO-1 dye displacement fluorescence. inhibition, % at 3 µM. 1.3% of 370,000 active;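 active means inhibition above the plate cutoff, the mean of all test compounds on that plate plus 3 SD, cut at about 35% in these data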;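 further: 0% = DMSO alone and 100% = 100 µM mitoxantrone as full dye displacement; higher means more dye released from RNA so lower well fluorescence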
ARFGAP1 inhibitor – inhibitors of rat ARFGAP1 | Arfgap1-stimulated ARF1 GTP hydrolysis, GDP FP detection | inhibition, % at 16.5 µM | 0.26% of 360,000 active | AID 651572;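 active means inhibition above a per-plate limit, mean inhibition of low control wells plus 3 SD, cut at about 25% in these data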;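 further: 0% = DMSO wells with enzyme and 100% = wells lacking Arfgap1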
Target sequence (Q62848 1-136 limits assumed): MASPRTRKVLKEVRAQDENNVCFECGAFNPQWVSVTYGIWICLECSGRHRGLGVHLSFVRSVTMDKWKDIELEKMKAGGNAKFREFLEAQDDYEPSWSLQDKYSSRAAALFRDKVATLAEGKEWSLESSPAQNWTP
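Material: rat Arfgap1 catalytic domain, aa 1-136; also added: human ARF1(Δ1-17)-GTP substrate; compound dosing: one concentration, 16.5 µM, DMSO 1.26%; incubation: GTP hydrolysis reaction 2 h at 25 °C; measured by: Tracer-displacement fluorescence polarization with EDTA stop, 620/688 nm; evaluation: % inhibition from polarization; repeats: one replicate per compound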
NPR2 activator – GC-B (human) receptor activation. P20594. HEK293-GC-B cells, CNP EC30, cGMP TR-FRET; 0% at EC30 CNP, 100% saturating CNP. activation, % at 10 µM. 0.11% of 370,000 active;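 active means activation at 10 µM reaching about 35% in either raw or pattern-adjusted values, limit read from the data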
sPLA2-III inh – Blocks human group III sPLA2 activity; QFRET BODIPY PC-A2 liposome hydrolysis, fluorescence; inhibition, % at 12.2 µM; AID 743126; Q9NZ20; 0.56% of 370,000 active;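 active means inhibition above mean plus 3 SD of compounds lying within the high and low control bounds, cut at about 19% in these data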;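 further: 0% = median of test compound wells and 100% = no enzyme DMSO wells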
Target sequence (Q9NZ20 whole entry, looked up): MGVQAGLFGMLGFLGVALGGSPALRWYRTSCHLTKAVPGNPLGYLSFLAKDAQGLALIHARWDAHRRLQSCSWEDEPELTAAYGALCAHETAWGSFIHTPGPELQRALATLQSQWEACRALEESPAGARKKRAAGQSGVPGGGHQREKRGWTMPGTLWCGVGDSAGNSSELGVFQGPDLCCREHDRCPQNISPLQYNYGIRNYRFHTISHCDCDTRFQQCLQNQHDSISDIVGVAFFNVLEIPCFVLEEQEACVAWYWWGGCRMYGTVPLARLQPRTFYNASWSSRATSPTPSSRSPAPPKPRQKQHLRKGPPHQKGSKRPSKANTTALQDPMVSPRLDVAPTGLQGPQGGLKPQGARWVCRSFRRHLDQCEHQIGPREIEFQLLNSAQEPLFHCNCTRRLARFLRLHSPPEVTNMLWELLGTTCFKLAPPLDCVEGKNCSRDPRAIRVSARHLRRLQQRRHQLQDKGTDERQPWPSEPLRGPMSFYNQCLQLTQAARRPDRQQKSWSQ
KLK7 zymogen act – activates the human kallikrein-7 zymogen; activation, % at 7 µM; P49862; 0.9% of 370,000 active; purified proKLK7, EDANS-DABCYL substrate fluorescence; 100% is mature enzyme control, 0% vehicle;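 active means activation above the mean of all tested compounds plus 3 SD, computed per campaign excluding outliers beyond control limits, cut at about 13% in these data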
Target sequence (P49862 whole entry, looked up): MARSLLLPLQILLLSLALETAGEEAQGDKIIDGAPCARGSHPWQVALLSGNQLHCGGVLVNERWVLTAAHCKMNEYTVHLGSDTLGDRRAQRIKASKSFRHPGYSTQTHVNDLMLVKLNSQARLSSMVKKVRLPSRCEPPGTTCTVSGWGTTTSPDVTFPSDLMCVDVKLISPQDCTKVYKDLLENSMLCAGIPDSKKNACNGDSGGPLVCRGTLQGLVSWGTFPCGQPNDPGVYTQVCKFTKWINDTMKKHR
DDE Tn6 FP inh – disrupts Tn6 cyclic peptide binding to fibrin D-Dimer-E complex; P02675; Fibrin DD(E) TRITC-Tn6 fluorescence polarization displacement; inhibition, % at 8.3 µM; 0.21% of 370,000 active; AID 720509;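 active means inhibition above a per-campaign cutoff: mean of compounds within control limits plus 3 SD, cut at about 15% in these data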;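 further: 0% = median of all compound wells on the plate and 100% = blocking peptide control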
ADAM10 inh – inhibits human ADAM10; inhibition, % at 7 µM; O14672; recombinant ADAM10, EDANS/DABCYL FRET peptide cleavage, 3 h; 0.62% of 370,000 active;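 active means inhibition above a per-campaign cutoff equal to the mean of compounds falling between control-based bounds plus 3 SD, cut at about 20% in these data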;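 further: 0% = DMSO wells while the 100% control is not disclosed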
The depositor's hits bear a star; i = inactive; x = not tested or not shown.

SMILES	NPR1 activator	ASAP1 inh	FXN GAA850 act	rCAG RNA binder	ARFGAP1 inhibitor	NPR2 activator	sPLA2-III inh	KLK7 zymogen act	DDE Tn6 FP inh	ADAM10 inh
COC(=O)c1ccc2cc(C)cc(C)c2n1	0	13	x	5	-2	0	9	-3.5	-1	-212
CCc1[nH]nc(C(=O)N2CCCC(CNS(=O)(=O)c3cccs3)C2)c1C (stereo not given)	3	6	1.2	-1	-2	0	-1	-0.5	-2	1
CCc1sc(N(C(=O)Cc2ccccc2)c2cccc(F)c2)nc1-c1ccc(C)cc1	-7	7	0.9	0	-2	-17	8	-0.1	-3	-3
O=C(NCc1ccco1)C(c1ccccc1)N(Cc1ccccc1)C(=O)Cn1nnc2ccccc21 (stereo not given)	-25	12	-5.4	-2	-5	-9	-3	0.5	-1	-3
COc1cc(C(C)=O)ccc1OCC(=O)NC(=O)Nc1ccc(C)cc1C	-1	-10	-0.9	3	-1	-2	-2	-0.5	-6	-8
COc1cccc(-c2cnc(C(O)c3cccc(OC)c3)[nH]2)c1 (stereo not given)	2	-5	1.8	0	-4	2	2	0.3	-2	-1
COc1cc(NC(=O)c2ccc(F)cc2)c(OC)cc1Cl	-7	9	0.8	-2	6	2	-3	-0.3	1	6
O=C(Nc1ccc(Cl)cc1F)C1CC1c1ccccc1 (stereo not given)	-2	-10	2.4	4	3	-11	12	-0.1	5	6
CCN(CC(=O)NCc1cccs1)C(=O)c1ccccc1F	0	8	0.0	-2	9	-1	0	0.6	-1	2
CC1Cc2ccccc2N1S(=O)(=O)c1cccc(C(=O)OCC(=O)NCc2ccco2)c1 (stereo not given)	-5	6	-1.0	0	-2	1	-23	-0.1	2	3
Oc1ccc(NCc2cccc(OCc3ccc(F)cc3)c2)cc1	6	16	2.7	7	5	-8	-2	-0.5	4	-3
Cc1cccc(-n2c(CNC(=O)c3cccc([N+](=O)[O-])c3C)n[nH]c2=S)c1	1	-1	2.1	-7	2	6	5	0.6	-8	-5
Cc1ccc(S(=O)(=O)N2CCCC(C(=O)Nc3c(C)n(C)n(-c4ccccc4)c3=O)C2)cc1C (stereo not given)	2	x	x	2	x	-2	-1	-0.5	7	6
O=C(CN(C(=O)CNC(=O)c1ccco1)c1ccccc1F)NC1CCCCC1	-3	-5	1.3	-7	-5	5	2	-1.1	3	-5
O=C(N/N=C/c1ccc(O)c(O)c1)c1ccc(-n2cnnn2)cc1	-2	-1	4.0	5	2	-2	7	0.2	-4	-6
CCc1cc(=O)oc2c3c(cc(OCC(=O)NCCCOC)c12)OC(C)(C)CC3	-24	6	2.0	-7	15	-8	2	19*	8	i
COc1cccc(C(=O)NCCS(=O)(=O)N2CC(C)CC(C)C2)c1 (stereo not given)	2	-4	0.2	-8	3	2	-4	0.2	7	-6
Cc1cc([N+](=O)[O-])ccc1NC(=O)c1cc2ccccc2o1	3	1	1.7	9	20	6	0	-0.6	2	6
O=c1[nH]nc(CNc2ccc(OC(F)(F)F)cc2)c2ccccc12	-1	8	9.0*	2	9	-2	8	0.5	-5	19
Cc1ccc(C)c(S(=O)(=O)N(C)C2(C)CCS(=O)(=O)C2)c1 (stereo not given)	2	-18	-0.1	-2	-3	4	6	0.0	4	-10
C[C@@H]1CN([C@H](C)CO)C(=O)c2cc(NC(=O)Nc3ccc(C(F)(F)F)cc3)ccc2O[C@H]1CN(C)S(=O)(=O)c1ccc(Cl)cc1	-1	5	-0.8	14	16	8	-29	-0.8	44*	25*
Cc1ccc(S(=O)(=O)Cn2nnnc2C(C(C)C)N2CCN(C(=O)c3ccco3)CC2)cc1 (stereo not given)	0	-6	-2.7	-7	7	4	-6	-0.1	7	3
CC(C)[C@H](NC(=O)c1ccco1)C(=O)N(C)Cc1c(F)cccc1Cl	-1	-7	0.8	-7	-11	-1	3	0.3	4	4
O=C(NCCC1=CCCCC1)C(=O)NCC1OCCCN1S(=O)(=O)c1ccccc1 (stereo not given)	-1	5	0.9	-2	5	-8	-3	0.6	2	6
COc1cc(OC)cc(-c2c(-c3ccc(F)cc3)c3cc(-c4cccc5[nH]ccc45)ccc3n2C)c1	-2	-1	2.6	21	13	10	11	-0.9	3	-53
CCCOC(=O)Nc1ccc(S(=O)(=O)Nn2cnnc2)cc1	-6	6	-2.2	2	4	8	4	-0.1	-7	0
CC(C)(C)OC(=O)NNC(=O)C12CC3CC(CC(C3)C1)C2	-4	-4	1.3	-3	-1	1	5	-0.5	2	-4
CCCCN1C[C@H](Cc2ccccc2)[C@@H](CC(=O)Nc2ccc(OC)cc2)C1=O	0	-6	0.2	0	12	2	8	-0.2	4	-7
Cc1ccc(S(=O)(=O)N2CCN(C(=O)C3CCN(c4ncnc5sc(C)c(C)c45)CC3)CC2)c(C)c1	-3	-6	-0.3	1	6	-3	6	0.1	5	-8
Cc1cccn2c(=O)c3cc(C(=O)NC4CCCC4)n(C)c3nc12	9	-7	-3.9	1	0	11	4	-0.2	4	-364
Cc1cc(NC(=O)CSc2nnc(C(C)N(C)C)n2Cc2ccccc2)no1 (stereo not given)	-2	-9	-0.1	-4	6	-3	2	-0.4	0	-1
CC(Sc1ccc(Cl)cc1)C(=O)NCc1cccnc1 (stereo not given)	2	-6	0.6	-5	-6	-2	5	0.0	-1	0
CC1CCCN(CCCNS(=O)(=O)c2cc3c(cc2Br)CCN3C(=O)C2CC2)C1 (stereo not given)	7	x	x	6	x	0	1	0.3	7	-7
CCn1nc(C)c(/C=N/NC(=O)Cn2nnnc2N)c1C	7	3	1.1	-1	-4	-1	-2	-0.1	12	-1
O=S(=O)(c1ccc(Oc2ccc(S(=O)(=O)N(CCO)CCO)cc2)cc1)N(CCO)CCO	2	2	-0.7	-2	1	-6	4	0.3	-9	-4
Cc1ccccc1Oc1nnc(-c2cccs2)c2ccccc12	-2	-2	1.7	-4	-15	5	-3	-0.2	-7	-3
O=C(NCc1ccco1)C1c2ccccc2Oc2ccccc21	-4	5	-1.1	0	-1	-8	-2	-0.1	-1	3
Cc1cccc(C(=O)N2CCCN(C(=O)c3cccc(C)c3)CC2)c1	-1	4	0.4	-5	8	-1	-1	0.1	-4	0
COc1ccc(-n2c(SCC(=O)NNC(=S)Nc3ccc(C)cc3)nnc2-c2ccccc2)cc1	-10	x	x	30	x	-13	31*	-0.4	10	8
CCOc1cc(N2CCOCC2)c(OCC)cc1NC(=O)COC(=O)c1ccccc1C	39	-16	1.6	-8	12	34	11	0.0	-3	13
COCCCn1c(C(=O)NCCC2=CCCCC2)cc2c(=O)n3ccccc3nc21	14	-9	0.3	-1	3	8	-7	-35	6	i
COc1ccc(C(=O)NC(=S)N2CC(C)OC(C)C2)cc1 (stereo not given)	3	-1	0.3	-1	5	2	14	-0.3	-10	-4
CCc1nc2c(OCc3ccc(Cl)cc3)cccn2c1N(C)C(=O)c1ccccc1F	-1	8	-2.0	2	-8	6	-5	0.3	5	5
Cc1ccc(C(=O)CSc2nnc(-c3cccs3)n2C)o1	5	3	0.7	2	-3	4	-4	-1.7	1	-12
Cc1ccc(NC(=O)CCS(=O)(=O)c2ccccc2)cc1S(=O)(=O)N1CCOCC1	-3	-15	0.9	-2	0	-3	-7	0.1	1	-2
COc1ccc(C(=O)Nc2ccc3oc(Cc4ccc(Cl)cc4)nc3c2)cc1OC	-4	0	-2.4	6	-2	-1	-15	-0.7	0	-2
COc1cccc(-c2ccc(=O)n(CC(=O)Nc3ccc(S(=O)(=O)NCC(C)C)cc3)n2)c1	-9	4	x	10	-1	5	-47	-1.9	-7	4
O=C(COC(=O)CSc1ccc2ccccc2c1Br)NC1CC1	13	3	0.4	0	1	0	-31	0.3	-5	3
CCCCCCCCNc1ncnc2[nH]ncc12	-1	3	0.8	-2	-6	0	-16	0.0	1	-2
Cc1ccc(S(=O)(=O)Nc2ccnc3ccccc23)cc1	2	-11	2.0	4	0	-4	-9	0.9	6	11
COc1ccc(N2CCN(C(=O)CSc3ncn[nH]3)CC2)cc1	0	-10	-0.1	-3	-6	9	10	-0.2	2	1
CC(C)C[C@H](NC(=O)C1CC(=O)N(c2ccc3c(c2)OCO3)C1)C(=O)NC1CCCC1 (stereo not given in full)	1	-8	0.7	-6	0	7	2	-0.2	-1	-1
COc1cccc(/C=C/C(=O)NCC2CCCCC2)c1	1	11	2.1	-5	3	-5	-4	1.2	-1	-52
O=C(CN1CCN(c2ccccc2)CC1)Nc1ccc2c(c1)CCC2	4	1	-0.6	0	2	-1	3	0.4	3	0
CC(=O)c1ccc(N2CCN(S(=O)(=O)c3c(C(=O)N4CCCCC4)c(C)n(C)c3C)CC2)cc1	1	1	0.7	-1	-5	3	-4	-0.5	5	-4
CCN(CC)S(=O)(=O)c1cccc(-c2nnc(SCC(=O)NC)n2N)c1	0	-1	2.8	-2	-4	4	4	-0.6	-10	3
Nc1nc(SCC(=O)NC2CCCC2)[nH]c(=O)c1NC(=O)c1cccs1	-3	-11	4.4	1	7	4	1	-0.3	-3	4
Cn1c(SCC(=O)c2ccc3c(c2)Cc2ccccc2-3)nnc1-c1cccc(N)c1	-2	-3	0.5	5	-1	0	-24	-3.6	3	13
O=[N+]([O-])c1ccc(O)c(Nc2c([N+](=O)[O-])ccc3nonc23)c1	-5	-6	-2.4	7	0	-3	10	0.4	-5	16
CC1(C)Cc2c(sc(/N=C/N3CCCCCC3)c2C#N)C(C)(C)N1	4	-9	2.3	-10	-6	5	1	0.4	-2	-2
(continued)
SMILES	NPR1 activator	ASAP1 inh	FXN GAA850 act	rCAG RNA binder	ARFGAP1 inhibitor	NPR2 activator	sPLA2-III inh	KLK7 zymogen act	DDE Tn6 FP inh	ADAM10 inh
CCN(CC)S(=O)(=O)c1ccc(N2CCOCC2)c(NC(=O)c2cnccn2)c1	-4	-5	2.4	-4	-2	1	-3	0.6	-1	-10
COc1ccc([N+](=O)[O-])cc1NC(=O)CCN1CCN(CCO)CC1	-1	-3	2.2	-1	5	3	2	-0.1	-3	5
CCC(C(=O)NCCC(C)C)N(Cc1ccccc1Cl)C(=O)c1snc(C(N)=O)c1N (stereo not given)	-19	-2	-1.5	-4	6	-10	0	0.9	3	-228
CC(=O)C[C@@H](O)CC(=O)[C@H]1OC(=O)[C@H](C)C/C=C\Cc2ccccc21	0	13	-1.2	4	-6	-2	-5	0.4	8	-3
CCCSc1ncccc1C(=O)O	1	4	-0.4	1	9	3	-3	0.7	10	5
O=C(COC(=O)c1ccc(O)cc1)Nc1cccc(S(=O)(=O)NC2=NCCCCC2)c1	-4	5	1.2	-1	-8	2	-7	0.1	-3	-4
O=C(NCc1cccs1)c1ccc(CS(=O)Cc2ccccc2Cl)o1 (stereo not given)	-2	7	0.6	-3	8	0	1	0.2	4	-10
S=C1SCN(CC2CC2)CN1CC1CC1	5	-20	-1.9	-2	-8	5	12	-0.3	5	-3

In another format: entries from further up.
Each structure is followed by: NPR1 activator, ASAP1 inh, FXN GAA850 act, rCAG RNA binder, ARFGAP1 inhibitor, NPR2 activator, sPLA2-III inh, KLK7 zymogen act, DDE Tn6 FP inh, ADAM10 inh
> CCN(CC)S(=O)(=O)c1ccc(N2CCOCC2)c(NC(=O)c2cnccn2)c1
  -4, -5, 2.4, -4, -2, 1, -3, 0.6, -1, -10
> CC(=O)C[C@@H](O)CC(=O)[C@H]1OC(=O)[C@H](C)C/C=C\Cc2ccccc21
  0, 13, -1.2, 4, -6, -2, -5, 0.4, 8, -3

Screens from PubChem.
